# KB-3-1 tox: kills parental KB-3-1 adenocarcinoma cells | KB-3-1 viability, CellTiter-Glo ATP luminescence, 72 h | actives 1.4% (n = 400,000) | AID 1347075 | Potency, µM (series often up to 46.1 µM), inactives show at the top dose activity change, negative = cytotoxic, most hits filed as cytotoxic; note: nearly all actives have a fitted effect of over 60% in size
#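 Here the drug-naive KB-3-1 line serves as comparator for MDR sub-line selectivity; cells received compound titrations, 72 h at 37 °C, then CellTiter-Glo readout.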
# KB-V1 cytotox: KB-V1 MDR subline cytotoxicity; KB-V1 MDR cells viability, CellTiter-Glo, 72 h; Potency, µM (series often up to 46.1 µM), inactives show top-dose activity change, negative = cytotoxicity, most hits filed as cytotoxic; actives 3.4% (n = 400,000); note: nearly all actives have a fitted effect of over 60% in size
#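 Compound-treated KB-V1 multidrug-resistant cells, 72 h, 37 degrees C; viability by CellTiter-Glo. Fitted qHTS curves give the values.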
# Active calls of the source: *; ? = inconclusive; & = joins results of further samples. Calls come from the whole dose curve; as a rule, active = well fitted cell-killing curve with a large enough effect; inconclusive = small, poorly fitted or top-dose-only effect, or effect the other way; inactive = flat fitted curve, though single readings scatter. % is set by controls: 0 for no effect and ±100 for the full control effect; potency is the fitted concentration of half-maximal effect. This is a subset; count on the stated rates, not on these rows.
SMILES,KB-3-1 tox,KB-V1 cytotox
Cc1ccc2nc(CS)[nH]c2c1,-13%,2%
O=C(NCc1cccc(F)c1)C1CCN(c2nn3cc(-c4ccc(F)cc4)nc3s2)CC1,-6%,-8%
N#CCCn1cc(CNCc2cccnc2)c(-c2ccccc2)n1,13%,-6%
COc1ccc(-c2ccc3ncnc(NCc4ccc(C)o4)c3c2)cc1OC,-5%,?
Cc1cccc(C(=O)Nc2nnc(S(=O)(=O)N(C)Cc3ccc(Cl)cc3)s2)c1,-4%,1%
O=S(=O)(c1cccc(C(F)(F)F)c1)N1CCN(c2nc(-c3cccs3)nc3ccccc23)CC1,2%,-2%
Cc1cccc(NC(=O)c2sc3nc(-c4cc5ccc(O)cc5oc4=O)[nH]c(=O)c3c2C)c1,13%,19%
O=S(=O)(/N=C(/Sc1ccc(Cl)cc1)c1ccccc1)c1ccccc1,26%,3%
COc1ccc(-c2cnc(N3CCC(C(N)=O)CC3)s2)cc1OC,7%,-3%
C=C1NN(C(C)C(=O)O)C(=O)N1c1ccc(OCc2ccccc2)cc1 (stereo not given),14%,0%
COc1ccc(CCN2C(=O)c3[nH]nc(-c4ccccc4O)c3C2c2ccccc2)cc1 (stereo not given),?,?
Cc1ccccc1NC(=O)c1sc2nc3n(c(=O)c2c1C)CCC3,1%,7%

# The last 2 records of the part above are carried over, then new ones follow.
SMILES,KB-3-1 tox,KB-V1 cytotox
COc1ccc(CCN2C(=O)c3[nH]nc(-c4ccccc4O)c3C2c2ccccc2)cc1 (stereo not given),?,?
Cc1ccccc1NC(=O)c1sc2nc3n(c(=O)c2c1C)CCC3,1%,7%
O=C(Nc1ccc(Cl)cn1)c1cnn2c1NC(=C1CC1)C=C2C(F)F,12%,-8%
O=C(C[n+]1ccccc1Cl)c1ccc(O)c(O)c1,?,-7%
N#Cc1ccc(/C=C2/C=Cc3ccccc32)cc1,3%,4%
COc1cc(C(=O)NCC(c2cccnc2)N2CCc3ccccc3C2)cc(OC)c1OC (stereo not given),7%,-2%
O=c1cc(-c2ccc(F)cc2)nc(SCc2nc(-c3ccc(Cl)cc3)no2)[nH]1,18%,-6%
OC(C[n+]1ccccc1Cl)c1ccccc1 (stereo not given),?,0%
COc1ccccc1-c1nn2c(-c3cc(C)[nH]n3)nnc2s1,-7%,-21%
Cc1cccc(-c2nc(S(=O)(=O)c3ccc(F)cc3)c(N3CCN(c4ccccc4)CC3)o2)c1,15%,1%
O=Cc1ccc2[nH]ccc2c1,8%,4%
Cc1ccc(OCC(=O)Nc2ccc(OCc3cc(=O)n4cccc(C)c4n3)cc2)cc1C,1%,1%
COc1ccc(OC)c(NC(=O)c2nc(S(=O)(=O)Cc3ccccc3F)ncc2Cl)c1,?,-1%
CCc1ccc(CNC(=O)c2cccc(-n3cnc4cccnc43)c2C)cc1,-4%,-9%
COc1ccc(-c2nc(CSc3nncn4c3cc3occc34)c(C)o2)cc1,?,?
COc1cccc(N2CCN(C3=NS(=O)(=O)C(c4ccc(C)cc4)=C3C)CC2)c1,0%,12%
COc1ccc(-n2ncc(C(=O)N3CCN(c4ccccn4)CC3)c2C2CCN(C(=O)OC(C)(C)C)CC2)cc1,-2%,29%
COc1cccc(/C=c2/[nH]c(=O)/c(=C\c3cccc(OC)c3OC)[nH]c2=O)c1OC,-30%,6%
Cc1ccc(-n2ncc(C(=O)NCc3cccs3)c2C2CCN(C(=O)OC(C)(C)C)CC2)cc1C,0%,-21%
CCN(Cc1ccccc1)C(=O)c1sc2nc3n(c(=O)c2c1C)CCCC3,11%,?
COC(=O)c1sc(NC(=O)c2cc3nc(-c4ccc(Br)cc4)cc(C(F)(F)F)n3n2)c(C(=O)OC)c1C,0%,-19%
COc1ccc(Cl)cc1NC(=O)CSc1nnc(C)n2c1cc1occc12,0%,1%
Cc1cc(Br)ccc1NC(=O)COC(=O)c1ccccc1OCC(N)=O,?,4%
CCC(=O)Nc1ccccc1-c1nc2ccccc2n(CC(=O)c2ccc(Br)cc2)c1=O,8%,3%
CCCN1C(=O)c2ccccc2NC1c1ccc(OC)c(COc2ccc([N+](=O)[O-])c(C)c2)c1 (stereo not given),-2%,-7%
CCCNC(=O)Cn1c(SCc2ccccc2C)nc2ccncc21,?,?
CC(C)N(Cc1ccccc1)C(=O)c1cc2ccc3cccnc3c2[nH]1,?,?
Cc1ccc2c(c1)N(C(=O)N1CCC(C(=O)NCCc3ccccc3)CC1)CC(C)O2 (stereo not given),-8%,0%
Cc1ccc(NC(=O)c2cccc(NC(=O)N3CCSc4ncccc43)c2)cc1Cl,-1%,9%
O=C(Nc1cc(Cl)ccc1Cl)c1cc([N+](=O)[O-])cc(Br)c1O,3%,-6%
C1=Cc2ccccc2/C1=C\c1ccc(/C=C2\C=Cc3ccccc32)cc1,?,28%
Cc1cnnc2ccccc12,19%,8%
CCOc1ccc(CNC(=O)c2cccc(NC(=O)N3CCSc4ncccc43)c2)cc1,0%,0%
CCN(CC)S(=O)(=O)c1nnc(NC(=O)c2ccc(C)cc2)s1,10%,-7%
Cc1cccc(N2CCN(S(=O)(=O)c3csc(C(N)=O)c3)CC2)c1C,21µM*,0%
Cc1ccc(CSC2=Nc3ccccc3C3=NC(CCC(=O)NCCc4ccccc4)C(=O)N23)cc1 (stereo not given),17%,-19%
CC1=C(C(=O)NCCc2ccc(Cl)cc2)C2(CCCCC2)OC1=O,1%,-5%
OB(O)c1ccc(Br)cc1,-19%,2%
CC1=C(C(=O)Nc2cc(C)ccc2C)C2(CCCCCC2)OC1=O,6%,11%
Cc1c(Cl)cccc1NC(=O)CSc1ccc(-c2ccccn2)nn1,-29%,-3%
O=C(NCc1cccnc1)[C@@H]1CC=C[C@@H]2CCN(C3CCCCC3)C(=O)[C@@H]21,11%,-18%
CCc1nn(CC(=O)Nc2ccc(NC(C)=O)cc2)c(=O)c2cc3sccc3n12,19%,?
NC(=O)c1nsc(C(=O)N(CC(=O)NC2CCCCC2)Cc2ccc3c(c2)OCO3)c1N,-21%,-2%
Cc1ccc(C)c(NC(=O)CN2C(=O)c3cccnc3Oc3ccc(C)cc32)c1,-7%,-15%
Cc1ccc2c(C(=O)CNC3=NCCS3)c(C)[nH]c2c1,0%,?
COc1cccc(C(=O)NCC(c2ccc(N(C)C)cc2)N2CCc3ccccc32)c1 (stereo not given),1%,-8%
Nc1ccc2c(c1)C(=O)N(c1ccc3ccccc3c1)C2=O,2%,-1%
COc1ccccc1NS(=O)(=O)c1cc(NC(=O)c2ccccc2)ccc1N1CCCC1,9%,4%
Cc1[nH]c2ccccc2c1/C=C/c1nccc2ccccc12,?,?
Brc1cccc[n+]1Cc1ccccc1C[n+]1ccccc1Br,24%,11%
Clc1ccccc1CSc1nncn2c1cc1occc12,0%,-19%
CCc1nnc(NC(=O)[C@@H]2CCCN2C(=O)c2cccs2)s1,44%,?
COc1ccc(CNC(=O)C2CCN(c3nc4ccccc4[nH]3)CC2)cc1OC,12%,13%
COc1ccc(/C=C/c2ccccn2)cc1,23µM*,2%
COc1cccc(CNC(=O)C2CCN(C(=O)N3CCOc4ccc(Cl)cc43)CC2)c1OC,6%,-15%
O=C(Nc1ccc2ccccc2c1)Nc1nnc(-c2ccc(Cl)cc2Cl)s1,-3%,-7%
COc1cc(OC)c(NC(=O)c2c3c(nc4ccccc24)C(=O)N(C2CCCCC2)C3)cc1Cl,?,-19%
O=C(C[n+]1cc(Br)cc(Br)c1)c1ccc2ccccc2c1,-4%,-8%
O=C(Cc1ccc(NC(=O)N2CCSc3ncccc32)cc1)NCCc1ccccc1,6%,9%
CCC[N+](C)(C)c1ccc(/C=C/c2ccnc3ccccc23)cc1,1.6µM*,?
COc1ccc(CNC(=O)C2CCN(C(=O)N3CCOc4ccc(Cl)cc43)CC2)cc1,-15%,-13%
O=C1c2ccccc2NC(c2ccccc2OCc2ccccc2)N1Cc1ccco1 (stereo not given),?,?

# New compounds follow.
SMILES,KB-3-1 tox,KB-V1 cytotox
CC(C)(C)OC(=O)N1CCC(c2c(C(=O)N3CCN(c4ccccn4)CC3)cnn2-c2cccc(F)c2)CC1,1%,14%
Nc1ccc(C(Cc2ccnc3ccccc23)Cc2ccnc3ccccc23)cc1,?,0%
CCOC(=O)C1CCN(C(=O)C2CCN(C3=NS(=O)(=O)C(c4ccc(C)c(C)c4)=C3C)CC2)CC1,4%,7%
COc1ccccc1C(=O)NCC(c1ccc(N(C)C)cc1)N1CCc2ccccc21 (stereo not given),1%,-15%
Cc1ccc(CNc2ncnc3c2cnn3-c2ccc(Cl)cc2)cc1,16%,-1%
Cc1ccc2nc(Cl)c3cc(C(=O)N4CCCC(C)C4)sc3c2c1 (stereo not given),-18%,-18%
CC(C)c1nnc(NC(=O)C2CCN(C(=O)C(C)(C)C)CC2)s1,29%,0%
Cc1cccc(C)c1OCCCn1c(CCNC(=O)C2CCCCC2)nc2ccccc21,?,?
CCOC(=O)c1cccc(NC(=O)C(CC(C)C)N2Cc3ccccc3C2=O)c1 (stereo not given),-23%,?
Cc1ccc(C(=O)NCC(c2cccnc2)N2CCc3ccccc32)cc1C (stereo not given),-14%,2%
Cc1cccc(NC(=O)CN2C(=O)c3cccnc3Oc3ccc(Cl)cc32)c1C,2%,-6%
CC(C)NC(=O)C1CCN(C(=O)N2CC(C)Oc3ccccc32)CC1 (stereo not given),0%,0%

# Quoted from the entries so far, 6 compounds:
SMILES,KB-3-1 tox,KB-V1 cytotox
O=S(=O)(/N=C(/Sc1ccc(Cl)cc1)c1ccccc1)c1ccccc1,26%,3%
COc1ccc(-c2cnc(N3CCC(C(N)=O)CC3)s2)cc1OC,7%,-3%
C=C1NN(C(C)C(=O)O)C(=O)N1c1ccc(OCc2ccccc2)cc1 (stereo not given),14%,0%
COc1ccc(CCN2C(=O)c3[nH]nc(-c4ccccc4O)c3C2c2ccccc2)cc1 (stereo not given),?,?
Cc1ccccc1NC(=O)c1sc2nc3n(c(=O)c2c1C)CCC3,1%,7%
O=C(Nc1ccc(Cl)cn1)c1cnn2c1NC(=C1CC1)C=C2C(F)F,12%,-8%

# 5 structures from above, sorted by number of heavy atoms, high to low:
SMILES,KB-3-1 tox,KB-V1 cytotox
CCOC(=O)C1CCN(C(=O)C2CCN(C3=NS(=O)(=O)C(c4ccc(C)c(C)c4)=C3C)CC2)CC1,4%,7%
Cc1cccc(C)c1OCCCn1c(CCNC(=O)C2CCCCC2)nc2ccccc21,?,?
Nc1ccc(C(Cc2ccnc3ccccc23)Cc2ccnc3ccccc23)cc1,?,0%
Cc1cccc(NC(=O)CN2C(=O)c3cccnc3Oc3ccc(Cl)cc32)c1C,2%,-6%
CC(C)NC(=O)C1CCN(C(=O)N2CC(C)Oc3ccccc32)CC1 (stereo not given),0%,0%

# Back to the main list, repeating the 3 entries before the break.
SMILES,KB-3-1 tox,KB-V1 cytotox
Cc1ccc(C(=O)NCC(c2cccnc2)N2CCc3ccccc32)cc1C (stereo not given),-14%,2%
Cc1cccc(NC(=O)CN2C(=O)c3cccnc3Oc3ccc(Cl)cc32)c1C,2%,-6%
CC(C)NC(=O)C1CCN(C(=O)N2CC(C)Oc3ccccc32)CC1 (stereo not given),0%,0%
CC(=O)N(Cc1cccnc1)c1nc2c(C)cc(C)cc2s1,-27%,0%
CNS(=O)(=O)c1cn(CC(=O)Nc2ccc(C)c(N(C)C)c2)cc1S(=O)(=O)NC,16%,-3%
NCCCCCCCCCCNS(=O)(=O)c1cccc2c(Cl)cccc12,11%,0%
Cc1ccc2[nH]c(=O)c(CN(CCO)Cc3nnnn3Cc3ccccc3)cc2c1,?,15%
C=CCn1c(SCC(=O)NCc2ccco2)nnc1-c1cccc(N(C)C)c1,?,-5%
COc1ccccc1CCNc1ncnc2nc[nH]c12,?,0%
S=C(NCCCc1cnc[nH]1)NCCCN(CCc1ccccc1)c1ccc(Br)cn1,?,4%&-12%
O=C1CCC[C@@H]2C[C@@]3(C[C@@H]4CCN1[C@H]24)Nc1ccccc1NC3=NC1CCCCC1,6%,-9%
Cc1ccccc1OCC(=O)NCC(C)NC(=O)COc1ccccc1C (stereo not given),12%,-1%
Cc1ccc(NC(=O)c2nc(S(=O)(=O)Cc3ccccc3F)ncc2Cl)cc1,0%,?
Cc1ccc(SC[C@H](Cc2ccccc2)N2CC[C@@H](C(C)(C)C)CCC2=O)cc1,-2%,?
Cc1c(C)n(Cc2ccc(F)cc2)c2ccc(C(=O)N3CCN(c4ccc(Cl)cc4)CC3)cc12,-1%,0%
CCOC(=O)c1cc(-c2ccc(F)cc2)n(CCC(=O)NC2CCCCC2)c1C,-20%,?
COc1cccc2c1C(=O)/C(=C\c1ccc(N(C)C)cc1)C2,-28%,?
COc1ccc(CCNC(=O)Cn2cc(S(=O)(=O)Cc3ccc(F)cc3)c3ccccc32)cc1OC,-7%,18%
Cc1cnccn1,13%,14%
Cc1ccc(C)c(N2CCN(C(=O)C3CCN(C(=O)c4cc5sccc5n4C)CC3)CC2)c1,-6%,?
COc1cc2c(NC3CCN(C)CC3)nc(N3CCCN(C)CC3)nc2cc1OCCOCCN1CCCC1,1%,0%
Cc1ccc(C)c(S(=O)(=O)c2nnn3c2nc(N2CCCC2)c2sccc23)c1,0%,19%
CCCCSCCCNC(=O)CN1C(=O)c2cccnc2Oc2ccc(Cl)cc21,-3%,-7%

# Screening data as filed in PubChem BioAssay.
